OX1R antag-1 – human HCRTR1 antagonism; O43613; CHO/OX1R cells, Fluo-8 calcium fluorescence, orexin A; inhibition, % at 5 µM; actives 0.43% (n = 330,000); AID 434989;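 active = inhibition above its plate's threshold, mean inhibition of all tested compounds on the plate plus 3 SD, cut at about 37% in these data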;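 also: 0% = orexin A challenge wells and 100% = SB-334867-A antagonist wells; not every result past the cut was called active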
Target sequence (O43613 whole entry, looked up): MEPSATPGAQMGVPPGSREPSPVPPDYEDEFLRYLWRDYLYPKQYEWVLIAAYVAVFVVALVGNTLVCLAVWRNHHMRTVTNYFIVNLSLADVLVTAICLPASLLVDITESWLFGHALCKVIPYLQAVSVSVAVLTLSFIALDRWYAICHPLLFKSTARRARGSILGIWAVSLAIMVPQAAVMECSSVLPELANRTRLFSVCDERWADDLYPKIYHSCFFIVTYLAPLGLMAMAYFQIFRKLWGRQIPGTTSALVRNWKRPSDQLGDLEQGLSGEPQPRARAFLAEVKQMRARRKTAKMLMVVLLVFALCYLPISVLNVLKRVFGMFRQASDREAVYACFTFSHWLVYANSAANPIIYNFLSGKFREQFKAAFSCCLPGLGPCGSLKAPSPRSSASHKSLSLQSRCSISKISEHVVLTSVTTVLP
OX1R antag-2 – OX1R (human) antagonism; O43613; OX1R-expressing cells, FRET antagonist read-out; inhibition, % at 6.6 µM; actives 1.8% (n = 330,000); AID 485270; in the data active = inhibition mostly above about 38%, no sharp cut-off; inactive = mostly below about 40%;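 also: 0% = agonist challenge alone and 100% = reference antagonist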
* = called active by the depositor.

SMILES | OX1R antag-1 | OX1R antag-2
Cc1ccc(C2C(C(=O)O)c3ccccc3C(=O)N2C)c(C)c1 (configuration not stated) | 11.8 | 25.6
O=C(CSc1ncnc2nc[nH]c12)Nc1nnc(SCc2ccc(Cl)c(Cl)c2)s1 | -26.4 | 23.4
Cc1oc(C)c(C(=O)NCCCC(=O)O)c1C(=O)NCCCC(=O)O | 16.5 | 26.6
Cc1cc(C)c(S(C)(=O)=O)c(Sc2ccc(Cl)cc2)n1 | -29.8 | 17.4
Cn1c(N)c(C(=O)COC(=O)/C=C/c2ccc(S(=O)(=O)N3CCOCC3)cc2)c(=O)n(C)c1=O | -13.2 | 21.1
COc1ccccc1CNC(=O)Cc1c[nH]c2ccccc12 | -19.1 | 23.6
CC(C)(C)OC(=O)N1CCC[C@H]1C(=O)N/N=C/c1cccc2cccnc12 | -27.6 | 24.7
CCn1c(Cc2ccccc2)nnc1SCC(=O)Nc1nnc(-c2ccccc2)s1 | -36.8 | 5.3
CCN(CC)C(=O)C1CCCN(Cc2cccc(Oc3ccccc3)c2)C1 (configuration not stated) | -22.4 | 26.3
CS(=O)(=O)c1ccc(Cl)c(NC(=O)c2cc(S(=O)(=O)N3CCOCC3)ccc2N2CCCC2)c1 | -13.3 | 19.2
CCCc1cc(=O)[nH]c(SCC(=O)c2cc(C)n(CCC)c2C)n1 | -31.4 | 23.8
O=C(O)C(=O)/C(=C\c1cccc(Cl)c1)c1ccc2ccccc2n1 | -24.1 | 28.1
Cn1c(SCC(=O)N2c3ccccc3CCc3ccccc32)nnc1-c1ccc(O)cc1 | -24.6 | 7.4
O=C(OCN1C(=O)c2ccccc2C1=O)C1CCCCC1 | 0.7 | 7.0
Cc1cc(NC(=O)COc2coc(CN3CCN(c4ccc(F)cc4)CC3)cc2=O)no1 | -5.8 | 11.7
CCN(CC)CCNCc1cc(Cl)ccc1OCc1ccccc1F | -16.3 | 10.3
CSCCC(NC(=O)c1cccc(C)c1)C(=O)NCc1cccs1 (configuration not stated) | -53.3 | 3.7
CCN(CCCNC(=O)CNC(=O)Cn1cnc2ccccc2c1=O)c1cccc(C)c1 | -14.8 | 5.1
Cc1ccc(CNS(=O)(=O)c2ccc3c(c2)N(C)CCO3)cc1 | -4.3 | 45.7
COc1ccc([N+](=O)[O-])cc1COc1ccc2c(-c3ccccc3)cc(=O)oc2c1 | 6.3 | 12.7
COc1cc(N(C)C)c(NC(C)=O)cc1C(=O)O | -4.4 | -1.3
COc1ccccc1NS(=O)(=O)c1ccc2oc(SCC(C)=O)nc2c1 | -9.1 | 13.8
CCn1c(SCC(=O)Nc2cc(OC)c(OC)c(OC)c2)nnc1-c1cccs1 | -12.3 | 30.0
CC(NC(=O)CSc1nc2ccccc2n1CCC#N)c1ccc(F)cc1 (configuration not stated) | -10.2 | 7.6
O=C(COC(=O)c1cc([N+](=O)[O-])ccc1N1CCOCC1)Nc1c(Cl)cccc1C(F)(F)F | -5.8 | 46.7
CCSc1nc(C)c(CCOc2cccc(C)c2)c(=O)[nH]1 | -17.4 | 20.9
c1ccc(CN2CCC(N=C3NN=C(c4ccc5c(c4)OCCO5)CS3)CC2)cc1 | -40.5 | 24.0
CCOC(=O)c1c(-c2ccc(Cl)cc2)c(C#N)c(=O)n(N)c1N | 0.4 | 25.6
CCOc1ccccc1C1C(C(=O)OC)=C(N)OC2=C1C(=O)CCC2 (configuration not stated) | 7.8 | 28.3
Cc1nc(SCC2(C)CC2(Cl)Cl)n[nH]1 (configuration not stated) | -19.8 | 10.4
COc1ccccc1-c1nc(SCc2ccccn2)n[nH]1 | -24.7 | 20.6
COc1ccc(/C=N/NC(=O)Cn2nc(C)c([N+](=O)[O-])c2C)cc1 | -12.7 | 12.0
CC1(C)CC(=O)C(C2C3=C(CC(C)(C)CC3=O)Oc3c(Br)cc(Br)cc32)=C(O)C1 (configuration not stated) | -24.3 | 7.8
O=C(Nc1cccnc1)c1ccc(Br)s1 | 4.8 | 2.4
CC1CCN(CC(=O)NNC(=O)c2cccc(Br)c2)CC1 | -26.4 | 6.0
COc1ccc(CNn2c(-c3cccc(C)c3)nc3ccccc3c2=O)cc1OC | -28.4 | 20.9
COc1ccc(Cl)c2sc(NC(=O)C3=COCCO3)nc12 | -13.6 | 21.5
Cc1cc(C(=O)Cn2nc(C(=O)O)c3ccccc3c2=O)c(C)n1CCc1ccc(F)cc1 | 9.3 | 67.4
CC(=O)NC(Cc1ccccc1)C(=O)NC1CCN(c2ncccc2[N+](=O)[O-])CC1 (configuration not stated) | -6.9 | 38.2
Cc1ccccc1NC(=O)Cn1c(=O)sc2ccccc21 | -7.4 | 5.2
O=C(O)c1cc(-c2c[nH]c3ccccc23)nc2ccc3ccccc3c12 | 0.3 | 19.5
CC(C)CC(O)C1CCN(C(=O)CCc2nnc(-c3ccccc3)o2)CC1 (configuration not stated) | -14.8 | 25.4
COc1ccc(NC(=O)CN(C)C2CCS(=O)(=O)C2)cc1 (configuration not stated) | -4.0 | 1.6
C[C@H](CO)N1C[C@H](C)[C@@H](CN(C)C(=O)Nc2ccc(C(F)(F)F)cc2)Oc2c(NC(=O)c3ccncc3)cccc2C1=O | -23.6 | 8.3
NC(=S)N=Nc1c(O)n(CCCl)c2ccc(Br)cc12 | -19.5 | 16.8

Quoted from the results shown, 25 compounds:
SMILES | OX1R antag-1 | OX1R antag-2
COc1cc(N(C)C)c(NC(C)=O)cc1C(=O)O | -4.4 | -1.3
COc1ccccc1NS(=O)(=O)c1ccc2oc(SCC(C)=O)nc2c1 | -9.1 | 13.8
CCn1c(SCC(=O)Nc2cc(OC)c(OC)c(OC)c2)nnc1-c1cccs1 | -12.3 | 30.0
CC(NC(=O)CSc1nc2ccccc2n1CCC#N)c1ccc(F)cc1 (configuration not stated) | -10.2 | 7.6
O=C(COC(=O)c1cc([N+](=O)[O-])ccc1N1CCOCC1)Nc1c(Cl)cccc1C(F)(F)F | -5.8 | 46.7
CCSc1nc(C)c(CCOc2cccc(C)c2)c(=O)[nH]1 | -17.4 | 20.9
c1ccc(CN2CCC(N=C3NN=C(c4ccc5c(c4)OCCO5)CS3)CC2)cc1 | -40.5 | 24.0
CCOC(=O)c1c(-c2ccc(Cl)cc2)c(C#N)c(=O)n(N)c1N | 0.4 | 25.6
CCOc1ccccc1C1C(C(=O)OC)=C(N)OC2=C1C(=O)CCC2 (configuration not stated) | 7.8 | 28.3
Cc1nc(SCC2(C)CC2(Cl)Cl)n[nH]1 (configuration not stated) | -19.8 | 10.4
COc1ccccc1-c1nc(SCc2ccccn2)n[nH]1 | -24.7 | 20.6
COc1ccc(/C=N/NC(=O)Cn2nc(C)c([N+](=O)[O-])c2C)cc1 | -12.7 | 12.0
CC1(C)CC(=O)C(C2C3=C(CC(C)(C)CC3=O)Oc3c(Br)cc(Br)cc32)=C(O)C1 (configuration not stated) | -24.3 | 7.8
O=C(Nc1cccnc1)c1ccc(Br)s1 | 4.8 | 2.4
CC1CCN(CC(=O)NNC(=O)c2cccc(Br)c2)CC1 | -26.4 | 6.0
COc1ccc(CNn2c(-c3cccc(C)c3)nc3ccccc3c2=O)cc1OC | -28.4 | 20.9
COc1ccc(Cl)c2sc(NC(=O)C3=COCCO3)nc12 | -13.6 | 21.5
Cc1cc(C(=O)Cn2nc(C(=O)O)c3ccccc3c2=O)c(C)n1CCc1ccc(F)cc1 | 9.3 | 67.4
CC(=O)NC(Cc1ccccc1)C(=O)NC1CCN(c2ncccc2[N+](=O)[O-])CC1 (configuration not stated) | -6.9 | 38.2
Cc1ccccc1NC(=O)Cn1c(=O)sc2ccccc21 | -7.4 | 5.2
O=C(O)c1cc(-c2c[nH]c3ccccc23)nc2ccc3ccccc3c12 | 0.3 | 19.5
CC(C)CC(O)C1CCN(C(=O)CCc2nnc(-c3ccccc3)o2)CC1 (configuration not stated) | -14.8 | 25.4
COc1ccc(NC(=O)CN(C)C2CCS(=O)(=O)C2)cc1 (configuration not stated) | -4.0 | 1.6
C[C@H](CO)N1C[C@H](C)[C@@H](CN(C)C(=O)Nc2ccc(C(F)(F)F)cc2)Oc2c(NC(=O)c3ccncc3)cccc2C1=O | -23.6 | 8.3
NC(=S)N=Nc1c(O)n(CCCl)c2ccc(Br)cc12 | -19.5 | 16.8

The listing picks up, repeating the 5 entries before the break.
SMILES | OX1R antag-1 | OX1R antag-2
O=C(O)c1cc(-c2c[nH]c3ccccc23)nc2ccc3ccccc3c12 | 0.3 | 19.5
CC(C)CC(O)C1CCN(C(=O)CCc2nnc(-c3ccccc3)o2)CC1 (configuration not stated) | -14.8 | 25.4
COc1ccc(NC(=O)CN(C)C2CCS(=O)(=O)C2)cc1 (configuration not stated) | -4.0 | 1.6
C[C@H](CO)N1C[C@H](C)[C@@H](CN(C)C(=O)Nc2ccc(C(F)(F)F)cc2)Oc2c(NC(=O)c3ccncc3)cccc2C1=O | -23.6 | 8.3
NC(=S)N=Nc1c(O)n(CCCl)c2ccc(Br)cc12 | -19.5 | 16.8
Cc1ccc(CNS(=O)(=O)CCNC(=O)c2ccccc2)cc1 | -14.8 | 0.2
CCOC(=O)C1=C(C)OC(N)=C(C#N)C1c1cc(SCC)oc1C (configuration not stated) | -5.7 | 15.4
O=C(CCNS(=O)(=O)c1cccs1)NCc1cccs1 | -12.1 | 0.7
Cc1ccc(C2C3=C(CCCC3=O)OC3=C2C(=O)CCC3)cc1 | -6.8 | 39.9
COc1ccc(-c2cc3c(=O)n(CC(=O)Nc4cccc(Cl)c4)nc(C)n3n2)cc1 | -10.3 | 2.7
CCc1cccc(CC)c1NC(=S)N1CCn2cccc2C1c1ccncc1 (configuration not stated) | -19.4 | 11.4
O=C(O)c1nn(-c2ccccc2)nc1-c1nn(-c2ccccc2)nc1C(=O)O | -4.4 | 26.5
Cc1ccccc1C(=O)N1CCC(C(=O)Nc2ccccn2)CC1 | -10.3 | 17.4
CCc1nnc(NC(=O)CSc2nnc(-c3cccnc3)n2CCc2ccccc2)s1 | -4.6 | 22.4
Cc1ccc(Oc2nccc(-c3ccc(Cl)cc3)n2)cc1 | -23.1 | 27.7
COc1cccc(C=Nc2ccc(C)c(F)c2)c1O | -8.5 | 5.5
CCN(Cc1ccccc1)C(=O)COC(=O)[C@@H]1CCCN1C(=O)c1cccs1 | -24.8 | 2.5
Oc1ccc(N=Cc2sc3ccccc3c2Cl)cc1 | -4.6 | 36.6
CCOc1cccc(=O)c2c(C)n(CC3CCCO3)c(C)c12 (configuration not stated) | -30.0 | 16.0
COc1cc2ccccc2cc1C(=O)N1CC(C)CC(C)C1 (configuration not stated) | -34.7 | 15.0
COc1ccc2c(c1OC)C(=O)OC2Nc1nc(-c2ccc(-c3ccccc3)cc2)cs1 (configuration not stated) | 1.9 | 9.0
CC(=O)c1cccc(OCc2cc(C(=O)NCc3nc(C)c(C)s3)no2)c1 | -21.7 | 8.6
Cc1oc(-c2ccc(Cl)cc2)nc1CSCC(=O)NC1CCN(Cc2ccccc2)CC1 | -47.9 | -1.1
Cc1cccn2cc(COc3cccc([N+](=O)[O-])c3)nc12 | -26.7 | 42.4
CCOC(=O)c1c2n(c3ccc(O)cc13)CCCCC2 | -19.7 | 24.7
CCOC(=O)c1[nH]cnc1C(=O)Nc1ccccc1C | -15.5 | 16.8
O=C(O)c1ccc(NC(=S)NC(=O)C(c2ccccc2)c2ccccc2)cc1 | 2.8 | 16.0
CC(=O)c1c(O)cc2n(c1=O)-c1ccc(Cl)cc1C2(C)C | -17.9 | 33.2
Cc1cnccc1CNC(=O)C1CCC(=O)N(Cc2ccc(Cl)cc2)C1 (configuration not stated) | -13.3 | -1.9
COc1ccc(-n2nc(C)c3sc(C)nc3c2=O)cc1 | -10.0 | 6.2
CCN(CC(=O)Nc1ccc(OC)cc1)C(=O)c1ccc(N2CCCC2=O)cc1 | -5.3 | 7.6
CCCC(=O)N(CCN1CCOCC1)c1nc2ccc(OCC)cc2s1 | -11.6 | 7.4
Cc1ccc(S(=O)(=O)N(C)C)cc1NC(=O)/C=C/c1cccs1 | -26.0 | 10.0
Nc1ccccc1Nc1nc2ccccc2[nH]1 | -18.2 | 46.8
COc1ccc2c(c1[N+](=O)[O-])CCC/C2=N/OC(=O)c1cccc2ccccc12 | -13.6 | 13.4
CCOC(=O)c1sc2cc([N+](=O)[O-])cc(SCC(=O)OC)c2c1N | 2.9 | 16.8
O=C(Cn1ccc2ccccc2c1=O)NCCC(=O)N1CCN(c2cccc(Cl)c2)CC1 | -3.7 | 23.7
CC1(C)CC2(CCO1)C(Nc1ccccc1)=NC(=S)N2c1ccccc1 (configuration not stated) | -19.0 | 2.1
Cc1csc2c(C#N)c(=O)c3c(n12)CCC3 | 4.8 | 7.7
Cc1ccc([N+](=O)[O-])cc1S(=O)(=O)N1CCNCC1 | -4.0 | 60.3
O=C(Cn1cnc2c(nnn2Cc2ccc(F)cc2)c1=O)N1CCN(c2ccccc2)CC1 | -15.8 | 12.1
CN(Cc1cnn(Cc2ccccc2)c1)C(=O)CN=C1NS(=O)(=O)c2ccccc21 | -6.0 | 3.5
O=C(N/N=C/c1ccc2ccccc2c1)c1ccc(COc2ccc3c(c2)CCC3)o1 | -35.3 | 34.9
COc1ccc(NC(=O)CCC(=O)N/N=C/c2cccnc2)cc1 | -0.7 | 5.8
CC(C)N=C(Nc1cccnc1)c1ccccc1 | -5.5 | 6.8
c1coc(CNCC2OCCc3ccccc32)c1 (configuration not stated) | -24.6 | 2.6
COc1ccc(CNC(=O)/C=C/C(=O)O)cc1OC | 4.5 | 4.2
S=C(Nc1ccccc1)N1CCCN1c1ccccc1 | -8.5 | 17.6
COCCCNC(=O)Cn1nnc(-c2ccccc2NC(=O)c2ccc(F)cc2)n1 | -28.1 | 12.2
O=C(/C=C/c1ccccc1)Nc1ccc(CN2CCOCC2)cc1 | -20.8 | 10.9
Cc1nn2c(N3CCOCC3)cc(C(C)(C)C)nc2c1-c1ccccc1 | -0.9 | -2.7
COc1ccc2c(c1)OCC1=C2CCC2(C)C(=O)CC=C12 (configuration not stated) | -2.9 | 68.3
Cc1nc(N2CCN(C(=O)c3ccco3)CC2)nc2c1C(=O)CCC2 | -2.6 | 7.0
